Rad51 HR inh – blocks human Rad51 in homologous recombination; Q06609; AID 1385; inhibition, % at 10 µM; 0.085% of 200,000 active; hRad51 DNA strand exchange, fluorescence dequenching;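 active = inhibition above 40% at the single screening dose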;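 also: 0% = DMSO control wells and 100% = blanks with heterologous ssDNA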
Target sequence (Q06609 whole entry, looked up): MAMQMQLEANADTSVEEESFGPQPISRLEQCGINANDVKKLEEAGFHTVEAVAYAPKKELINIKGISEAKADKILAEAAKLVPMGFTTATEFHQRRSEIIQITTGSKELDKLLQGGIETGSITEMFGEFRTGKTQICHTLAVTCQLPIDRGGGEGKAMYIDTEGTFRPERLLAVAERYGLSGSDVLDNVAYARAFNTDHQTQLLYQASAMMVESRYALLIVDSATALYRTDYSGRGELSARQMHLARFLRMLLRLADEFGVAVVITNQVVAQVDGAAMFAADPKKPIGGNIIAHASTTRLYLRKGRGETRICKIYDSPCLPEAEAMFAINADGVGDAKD
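Material: hRad51 filaments on single-stranded DNA; Reagent: Donor/quencher-labelled 47-bp dsDNA substrate; Compound: 10 µM final, single point; Schedule: 37 °C 15-min filament assembly, 30-min compound preincubation, 15-min exchange; Technique: FRET fluorescence, excitation 485 nm, emission 520 nm; Benchmarks: control wells and blank wells on each plate.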
hK5 inh – kallikrein 5 (human) inhibition; recombinant hK5, fluorogenic AMC substrate cleavage; inhibition, % at 5 µM; 0.59% of 210,000 active;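 active = inhibition of 40% or more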;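 also: 0% = enzyme controls without compound and 100% = no-enzyme blanks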
thrombin 1536 – thrombin (human) inhibition; AID 1046; 0.26% of 220,000 active; alpha-thrombin, Boc-VPR-AMC fluorogenic substrate cleavage; P00734; inhibition, % at 5 µM;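 active = inhibition at or above 40%; inactive = inhibition below 40%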;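 also: 0% = enzyme with no compound and 100% = wells without enzyme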
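System: human alpha-thrombin protein; Compound dosing: one concentration per compound, 5 µM, with 0.2% DMSO; Timing: reaction at room temperature; Technique: AMC fluorescence, 355/460 nm; Controls: enzyme without compound as high, wells lacking enzyme as low.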
eIF4E-4G inh – eIF4E/eIF4G interaction inhibition in translation initiation. 0.37% of 220,000 active. inhibition, % at 21.7 µM. AID 782. TR-FRET eIF4E-eIF4GI(517-606) binding, 2 h. P63073+Q04637;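 also: 0% = full FRET control wells and 100% = background wells lacking eIF4GI fragment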
EBV gp42 inh – blocks Epstein-Barr virus glycoprotein 42 binding; 0.42% of 220,000 active; Q1HVG2; Fluorescence polarization binding assay, mP read-out; inhibition, % (tested at 21.74 µM); AID 1085; in the data active = inhibition above about 50%
KCC2 mod – modulates chloride dependent transport by human KCC2. 2.2% of 190,000 active. B-score of Tl+ flux slope (higher = more flux/activation; lower = inhibition) at 10 µM. Q9H2X9. KCC2 cells, thallium flux FluoZin-2 fluorescence. AID 1456;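 active = thallium flux slope and its plate-corrected score both differing from the plate sample mean at a set confidence after two filtering rounds, in either direction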;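 also: slope of fluorescence scaled to starting intensity during 10 to 20 s after thallium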
NCF1 inh – inhibitors of human p47phox binding; inhibition, % at 24.7 µM; 0.53% of 220,000 active; P14598; p47phox/p22phox peptide binding, fluorescence polarization, 2 h;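 also: 0% = p47phox with labelled peptide and 100% = labelled peptide alone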
Furin inh – blocks human furin protease activity; P09958; purified furin, fluorogenic substrate cleavage; inhibition, % at 30 µM; 0.061% of 220,000 active; AID 463115; in the data active = inhibition above about 25%; also: inactives centre near -15
Target sequence (P09958 108-714 limits assumed): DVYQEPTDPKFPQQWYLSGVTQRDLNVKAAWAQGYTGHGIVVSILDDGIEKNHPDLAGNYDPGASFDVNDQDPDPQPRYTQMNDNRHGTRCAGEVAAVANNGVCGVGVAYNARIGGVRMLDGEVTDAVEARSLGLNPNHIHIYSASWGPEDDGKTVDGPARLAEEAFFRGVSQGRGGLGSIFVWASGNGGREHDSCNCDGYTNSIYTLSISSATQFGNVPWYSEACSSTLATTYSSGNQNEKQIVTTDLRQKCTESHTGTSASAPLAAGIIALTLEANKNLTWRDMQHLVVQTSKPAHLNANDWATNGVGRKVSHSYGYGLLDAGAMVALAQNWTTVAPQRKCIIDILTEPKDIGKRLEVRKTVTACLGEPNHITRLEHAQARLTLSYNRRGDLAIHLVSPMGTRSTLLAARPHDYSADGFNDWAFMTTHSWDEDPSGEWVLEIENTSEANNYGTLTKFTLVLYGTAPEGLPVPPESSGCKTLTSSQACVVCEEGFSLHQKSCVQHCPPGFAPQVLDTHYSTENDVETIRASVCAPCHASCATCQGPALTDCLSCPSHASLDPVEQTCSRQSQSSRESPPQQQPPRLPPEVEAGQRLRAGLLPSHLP
14-3-3 Bad PPI – disrupts binding of bovine 14-3-3 zeta to phospho-Bad peptide. inhibition, % at 21.7 µM. 0.71% of 220,000 active. P63103. TR-FRET 14-3-3zeta/Dy647-pBad peptide displacement, 1 h;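 active = inhibition above about 70%, limit read from the data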;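 also: 0% = full 14-3-3 plus peptide FRET controls and 100% = background without 14-3-3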
* = called active by the depositor; x = not tested or not shown; [ ] = dose if it differs, or a comment.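 The calls were made as follows, unless noted: active = inhibition above about 30% (limit read from the data); inactive = the rest.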 The order is random; any-hit rate near 4.7%.

Short keys: A = Rad51 HR inh; B = hK5 inh; C = thrombin 1536; D = eIF4E-4G inh; E = EBV gp42 inh; F = KCC2 mod; G = NCF1 inh; H = Furin inh; I = 14-3-3 Bad PPI
[1] O=C(COc1ccc(Br)cc1)NNC(=S)NC(=O)c1ccccc1[N+](=O)[O-]
  A = -1 | B = -176 | C = -1 | D = -2 | E = -20 | F = 0.06 | G = 3 | H = -11 | I = 4
[2] C=CCNc1cc(C(F)(F)F)nc(-c2ccccn2)n1
  A = -3 | B = -1 | C = -7 | D = -4 | E = 39 | F = 0.33 | G = -7 | H = 6[20 µM] | I = -1
[3] Fc1cccc(Cc2noc(CN3CCC(c4ccncc4)CC3)n2)c1
  A = x | B = x | C = -3 | D = 1 | E = 13 | F = -0.062 | G = 7 | H = -17 | I = -5
[4] CCOC(=O)C(C(=O)OCC)N(C#N)c1nc(OC)nc(N(C)C)n1
  A = -7 | B = 4 | C = 1 | D = -2 | E = -9 | F = -1.3 | G = -10 | H = -8[20 µM] | I = 4
[5] COc1ccc(OC)c(S(=O)(=O)N(C)CC(=O)N2CCN(c3ccccc3F)CC2)c1
  A = -12 | B = -4 | C = -2 | D = 10 | E = -12 | F = 0.085 | G = -5 | H = -5[20 µM] | I = -3
[6] O=C(NC1CCCC1)NS(=O)(=O)c1ccccc1Cl
  A = 0 | B = -1 | C = 3 | D = 4 | E = -6 | F = 5.7* | G = -2 | H = 5 | I = -13
[7] COc1ccccc1OCC(=O)Nc1cccc(N(C)S(C)(=O)=O)c1
  A = -2 | B = -14 | C = -3 | D = 1 | E = -19 | F = 0.41 | G = -7 | H = -15[20 µM] | I = -17[fluorescence artefact?]
[8] Cc1cccc(N(C(=O)c2nsc(Cl)c2Cl)C(C(=O)NC2CCCC2)c2ccc(O)cc2)c1C (stereo not drawn)
  A = x | B = -3 | C = 1 | D = -1 | E = -7 | F = -0.68 | G = -9 | H = -11 | I = -20[fluorescence artefact?]
[9] Cn1cnc([N+](=O)[O-])c1Oc1cccc(O)c1
  A = 18 | B = -12 | C = -5 | D = 11 | E = -2 | F = -0.0094 | G = -4 | H = -11 | I = -5
[10] Cc1c(OCc2nn[nH]n2)ccc2c3c(c(=O)oc12)CCC(C)C3 (stereo not drawn)
  A = 0 | B = -17 | C = -1 | D = -3 | E = -12 | F = -2.8 | G = -3 | H = -32 | I = 6[fluorescence artefact?]
[11] COC(=O)c1cn(CCOc2ccc(C)cc2)c2ccccc12
  A = -2 | B = -13 | C = 1 | D = -3 | E = -21 | F = -0.22 | G = -8 | H = -15[20 µM] | I = -11
[12] CCN1CCN(C(=O)C2(NC(=O)Nc3ccccc3Cl)CCCCC2)CC1
  A = -2 | B = -4 | C = 1 | D = 6[fluorescence artefact?] | E = -13 | F = 0.78 | G = 2 | H = -6[20 µM] | I = -2
[13] COc1ccc(N2CCN(Cc3nc4cc(Cl)ccc4c(=O)[nH]3)CC2)cc1
  A = 4 | B = 2 | C = 1 | D = 4 | E = -6 | F = 0.36 | G = -21 | H = -39 | I = -13
[14] N#CCSCC(=O)Nc1ccccc1
  A = 2 | B = -14 | C = 4 | D = 1 | E = -4 | F = 0.7 | G = -10 | H = -15[20 µM] | I = 2
[15] COc1ccc(CSCCN)cc1Cl
  A = 3 | B = 8 | C = 2 | D = 1 | E = -14 | F = -0.02 | G = 2 | H = -11[20 µM] | I = 7
[16] O=Cc1ccccc1-n1cncn1
  A = 16 | B = -20 | C = 5 | D = -5 | E = -9 | F = 1.4 | G = -4 | H = -5 | I = -8
[17] COc1ccccc1C(C)NCC(=O)Nc1c(F)cccc1F (stereo not drawn)
  A = x | B = x | C = 0 | D = -3 | E = 0 | F = -0.73 | G = -4 | H = -32 | I = -2
[18] CCOC(=O)c1c(CC(C)C)csc1NC=O
  A = -6 | B = -17 | C = -10 | D = -6 | E = 5 | F = -0.59 | G = -5 | H = -1 | I = -5
[19] Cc1ccc(S(=O)(=O)N2CCOCC2)cc1NC(=O)CN1CCN(c2ccc(O)cc2)CC1
  A = 3 | B = 2 | C = -6 | D = 13 | E = -1 | F = 1.4 | G = -2 | H = -21 | I = -18
[20] CC(=O)NC(=S)Nc1cc(C(=O)O)ccc1Cl
  A = 3 | B = 0 | C = -5 | D = -1 | E = 1 | F = 1.1 | G = 0 | H = -33 | I = -9
[21] Cc1ccc(-c2c(C)n([O-])c3c([n+]2=O)CCCCC3)o1
  A = 1 | B = -9 | C = 6 | D = 2 | E = -4 | F = x | G = -9 | H = -17 | I = 5
[22] COc1ccc(C(=O)NCC(=O)OCC(=O)c2cc(OC)c(OC)c(OC)c2)cc1OC
  A = -2 | B = -6 | C = -6 | D = 1 | E = -18 | F = -0.74 | G = 3 | H = -17 | I = -11
[23] CCC(C)NC(=O)C1CCN(S(=O)(=O)N2CCCC2)CC1 (stereo not drawn)
  A = 5 | B = -16 | C = -6 | D = 0[fluorescence artefact?] | E = -11 | F = 1.1 | G = -2 | H = -20 | I = 2
[24] COc1ccccc1/C=C/CN1CCCC(CO)(Cc2cccc(Cl)c2)C1 (stereo not drawn)
  A = x | B = x | C = 2 | D = -2 | E = -1 | F = 0.0047 | G = -10 | H = -30 | I = -6
[25] Cc1csc(SC(C)C(=O)NCC(=O)Nc2ccc(F)c(F)c2F)n1 (stereo not drawn)
  A = 12 | B = -15 | C = 6 | D = 0 | E = -9 | F = 0.52 | G = -4 | H = -34 | I = -12
[26] CCN(c1ccccc1)S(=O)(=O)c1ccc(OCc2c(C)noc2C)cc1
  A = 6 | B = -7 | C = 2 | D = -3 | E = 1 | F = -0.062 | G = 0 | H = -6[20 µM] | I = -1[fluorescence artefact?]
[27] O=C(Nc1ccccc1)C(Cc1ccccc1)NC(=O)C12CC3CC(CC(C3)C1)C2 (stereo not drawn)
  A = -1 | B = 4 | C = 4 | D = -3 | E = -25 | F = x | G = 1 | H = -23[20 µM] | I = 9
[28] N#C/C(C(=O)N1CCOCC1)=C1/SC(Cc2ccc(F)cc2)C(=O)N1c1ccccc1 (stereo not drawn)
  A = x | B = -6 | C = -3 | D = 3 | E = -3 | F = -0.66 | G = -2 | H = -31 | I = -3
[29] COc1ccc(/C=N/n2cnn(Cc3ccccc3Cl)c2=S)cc1OC
  A = 11 | B = 2 | C = -1 | D = -2 | E = -2 | F = -0.97 | G = 1 | H = -8 | I = -5
[30] CC(C)C(=O)NNC(=O)CN1CCN(c2nc(-c3ccccc3)cs2)CC1
  A = 7 | B = -5 | C = -9 | D = -4 | E = -3 | F = x | G = -2 | H = -25 | I = -12
[31] COc1ccc(Cl)cc1NC(=S)N(Cc1ccc(C(=O)O)cc1)Cc1ccc(OC)c(OC)c1
  A = 22 | B = 0 | C = -7 | D = -2 | E = -7 | F = -1.5 | G = -16 | H = -11 | I = -20
[32] COc1ccc(/C=C/C(=O)OCC(=O)NCCC2=CCCCC2)cc1S(=O)(=O)N1CCOCC1
  A = 3 | B = -4 | C = -10 | D = -2 | E = -8 | F = -0.34 | G = -9 | H = -8 | I = -5
[33] Cn1nnnc1SCc1ccccc1F
  A = -9 | B = 0 | C = 2 | D = -4 | E = -8 | F = 0.55 | G = -12 | H = -16 | I = 6[fluorescence artefact?]
[34] COc1cc2c(cc1NC(=O)CN1CCN(S(=O)(=O)c3ccccc3F)CC1)oc1ccccc12
  A = 5 | B = -18 | C = -5 | D = -23[fluorescence artefact?] | E = -17 | F = 0.068 | G = -4 | H = -8[20 µM] | I = 19
[35] Cc1cc(C)c(S(=O)(=O)N(CC(=O)N2CCCC2)C2CCCCC2)c(C)c1
  A = 0 | B = -10 | C = -3 | D = 3 | E = 1 | F = -1.1 | G = -18 | H = -15[20 µM] | I = 3
[36] Cc1cccc(N2CCN(C(=O)c3ccccc3NC(=O)C3CCCCC3C(=O)O)CC2)c1 (stereo not drawn)
  A = -6 | B = -2 | C = -1 | D = 0[fluorescence artefact?] | E = -11 | F = 0.073 | G = -5 | H = -10 | I = 2
[37] O=C(c1csc(Nc2cccc3ccccc23)n1)N1CCCC1
  A = 15 | B = -1 | C = 2 | D = -1 | E = -21 | F = -1.4 | G = 2 | H = -16 | I = 3
[38] CN(CC(=O)Nc1cc(S(=O)(=O)N2CCCC2)ccc1Cl)Cc1cccs1
  A = 3 | B = 2 | C = 1 | D = 2 | E = -18 | F = -5.3* | G = -29 | H = -12 | I = -2
[39] CCN(CC)S(=O)(=O)c1ccc(Cl)c(C(=O)OC)c1
  A = -5 | B = -1 | C = 3 | D = 3 | E = 2 | F = 0.64 | G = -5 | H = -23[20 µM] | I = 26
[40] CCOC(=O)c1ccc(-n2ncc(C(=O)OCC)c2N)cc1
  A = 4 | B = 30 | C = 29 | D = -2 | E = -25 | F = -0.013 | G = -6 | H = -11[20 µM] | I = 5
[41] O=C(COc1ccc(C(=O)O)cc1)Nc1cccc(C(F)(F)F)c1
  A = -10 | B = -5 | C = 8 | D = -3 | E = 7 | F = 1.2 | G = 0 | H = -29 | I = 1
[42] O=C1OC2(O)C3C4C=CC(C4)C3C(=O)N2c2ccccc21 (stereo not drawn)
  A = 2 | B = 4 | C = 5 | D = 1 | E = -10 | F = -0.22 | G = -11 | H = -20 | I = 3
[43] CCCn1c(SCC(=O)Nc2cccc(C(=O)OCC)c2)nnc1-c1ccoc1C
  A = 7 | B = -12 | C = -6 | D = -6 | E = -31 | F = -0.79 | G = -1 | H = -11 | I = 6
[44] O=C(NCCSc1ccc(Br)cc1)c1ccccc1
  A = 3 | B = -4 | C = -4 | D = -3 | E = 10 | F = -1.4 | G = 2 | H = -11 | I = -5
[45] CCn1c(CNC(=O)Cc2ccc(OC)cc2)nnc1SCC(=O)Nc1nccs1
  A = -6 | B = 0 | C = -8 | D = -3 | E = -19 | F = x | G = -6 | H = -12[20 µM] | I = 4[fluorescence artefact?]
[46] CC1CCc2ccc(F)cc2N1S(=O)(=O)c1cccs1 (stereo not drawn)
  A = -2 | B = 1 | C = -7 | D = -1 | E = -8 | F = 0.035 | G = -5 | H = -16[20 µM] | I = 6
[47] Cc1cc(C)n(CCNc2nc3nonc3nc2N2CCCCC2)n1
  A = x | B = 7 | C = -5 | D = -1 | E = -12 | F = x | G = -5 | H = -8 | I = -11
[48] COc1ccc(C(=O)CSc2ccccc2C(=O)O)cc1
  A = 2 | B = 1 | C = 13 | D = -3 | E = 4 | F = 1.5 | G = -4 | H = 5 | I = 2
[49] COCCn1c(Cc2ccccc2)nnc1SCC(=O)Nc1cc(C)on1
  A = 7 | B = 2 | C = 0 | D = 2 | E = -15 | F = x | G = -9 | H = -13 | I = 2[fluorescence artefact?]
[50] COc1ccc(N2C(=S)NC3CS(=O)(=O)CC32)cc1 (stereo not drawn)
  A = 1 | B = -4 | C = 0 | D = 2 | E = -9 | F = 1.1 | G = -4 | H = -15 | I = -3
[51] CCCNC(=O)CN(CCc1ccccc1)S(C)(=O)=O
  A = -1 | B = 2 | C = -5 | D = 4[fluorescence artefact?] | E = -11 | F = x | G = -9 | H = -21[20 µM] | I = 1[fluorescence artefact?]
[52] Cc1[nH]c2ccccc2c1C(=O)COC(=O)C1CC(=O)N(Cc2ccco2)C1 (stereo not drawn)
  A = -7 | B = -5 | C = 3 | D = 3 | E = -8 | F = 0.024 | G = -9 | H = -24 | I = 8

Marked active in KCC2 mod, among the entries above:
Short keys: A = Rad51 HR inh; B = hK5 inh; C = thrombin 1536; D = eIF4E-4G inh; E = EBV gp42 inh; F = KCC2 mod; G = NCF1 inh; H = Furin inh; I = 14-3-3 Bad PPI
[6] O=C(NC1CCCC1)NS(=O)(=O)c1ccccc1Cl
  A = 0 | B = -1 | C = 3 | D = 4 | E = -6 | F = 5.7* | G = -2 | H = 5 | I = -13
[38] CN(CC(=O)Nc1cc(S(=O)(=O)N2CCCC2)ccc1Cl)Cc1cccs1
  A = 3 | B = 2 | C = 1 | D = 2 | E = -18 | F = -5.3* | G = -29 | H = -12 | I = -2
